# PTAP TSG101 blk = blocks PTAP/TSG101 interaction to inhibit HIV-1 budding; Potency, µM (series often up to 115 µM), without a hit: top-dose activity change, negative = inhibition, actives largely listed as inhibitors; Q99816; Fluorescence polarization, FITC-PTAP peptide / Tsg101 binding; 340,000 tested, under 10 active; active means well fitted inhibition curve with a large enough effect in the main read-out, with a control signal flat, not every such curve was filed as active; inconclusive means small, poorly fitted or top-dose-only effect, or effect the other way, or a change in a side signal; inactive means no such curve, though single readings can be large or run the other way; further: potency means the concentration at half of the fitted maximal effect; % of control where 0% means no effect
#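 Compounds were pin-transferred onto Tsg101 binding domain (10 uM final) in HEPES pH 7.5 buffer, then FITC-PTAP peptide was added at 50 nM final. After 20 min at RT, polarization reported peptide displacement across a qHTS concentration series.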
# BCR signal inh = chronic active BCR signaling inhibition. ABC-DLBCL IkBa-CBG/CBR reporter, luminescence ratio, 4 h. Potency, µM (titrated, usually from 46.1 µM), inactives show at the top dose ratio change, negative = lower green/red ratio, most hits filed as inhibitors. 340,000 compounds, 0.05% hits. AID 493014; active means well fitted inhibition curve with a large enough effect in the signal ratio, with a control signal flat, not every such curve was filed as active; inconclusive means small, poorly fitted or top-dose-only effect, or effect the other way, or a change in a side signal; the % refers to the signal ratio;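 further: potency means the concentration at half of the fitted maximal effect; plate controls were basal doxycycline-induced cells for no effect and cells given 10 µM MG132 for full effect; MG132 reads +100%, hits lower the ratio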
#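 Doxycycline induced both beetle luciferases in TMD8 lymphoma cells; IKK-driven degradation limits the IkappaBalpha-fused green signal, while red luminescence normalises for cell number and nonspecific effects. Compounds tested up to 46 uM, 4 hrs.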
# TCR act = activators of T cell receptors; primary human leukocytes, anti-CD3, IL-2 HTRF, 48 h; Potency, µM (top dose mostly 9.22 µM), without a hit: at the top dose activation of IL-2 secretion, hits mostly activators; 330,000 tested, under 10 active; further: % of control where 0% means no effect
#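 Readout: HTRF IL-2, Eu-cryptate/d2 antibody pair, 320nm excitation, 665nm emission. Stimulus: a-CD3 beads, no co-stimulation. Cells: primary human leukocytes. Exposure: 48 hr with compound.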
# Tb PFK inh = inhibitors of T. brucei phosphofructokinase; O15648; T. brucei PFK, ADP-Glo luminescence; Potency, µM (series often up to 57.5 µM), inactives show at the top dose activity, negative = inhibition, actives largely listed as inhibitors; 330,000 compounds, 0.17% hits;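 further: potency means the concentration at half of the fitted maximal effect; 0% = uninhibited 1x PFK enzyme wells and -100% = no-enzyme wells; nearly all actives have a fitted effect of over 60% in size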
#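 In TEA buffer at pH 8.0 with 5 mM MgCl2, enzyme (1.25 nM) converted F6P (0.5 mM) and ATP (0.1 mM) for 45 min at room temperature. ADP product was read by luciferase luminescence.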
# S-ASM inh = human S-ASM enzyme inhibition; Potency, µM (titrated, usually from 57.5 µM), for the others: at the top dose activity change, negative = inhibition, hits mostly inhibitors; placental ASM, HMU-PC fluorogenic substrate, 60 min; 340,000 compounds, 0.006% hits; further: potency means the concentration at half of the fitted maximal effect
#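 Steps: dispense placental human ASM, pin compound, wait 10 min at room temperature, add HMU-PC0 substrate at 9 uM final, incubate 60 min at 37 °C, add stop solution raising pH to 10, read fluorescence.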
# Eya2 phos inh = inhibitors of human Eya2 phosphatase activity. recombinant Eya2, OMFP fluorescence dephosphorylation (OMFP is methylfluorescein phosphate). AID 488837. 330,000 compounds, 0.006% hits. Potency, µM (series often up to 76.9 µM), without a hit: at the top dose activity, negative = inhibition, hits mostly inhibitors; further: potency means the concentration at half of the fitted maximal effect; on the % scale 0 is the no-effect control and ±100 the full control effect
#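 Eya2 protein (added as 0.2 uM solution) was preincubated with compound for 10 min at ambient temperature in 50 mM HEPES pH 7.5, 50 mM NaCl, 5 uM MgCl2, 0.05% BSA, 1 mM DTT. OMFP (added at 50 uM) then reacted 10 min; fluorescence read at 485/525 nm.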
# A-T KAP1 phos = potential ataxia-telangiectasia treatment | 320,000 compounds, 0.19% hits | […] A-T fibroblasts, KAP-1 phosphorylation AlphaLISA; neocarzinostatin DNA damage 30 min before lysis | Potency, µM (titrated, usually from 57.5 µM), for the others: at the highest dose activation, usual class: activators; further: potency means the concentration at half of the fitted maximal effect; % of control where 0% means no effect; nearly all actives have a fitted effect of over 45% in size
#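 hTERT-immortalized A-T patient fibroblasts ([…]), 500 cells/well in OPTI-MEM, 1% FBS, got compounds for 60 min, then NCS for 30 min at 37C. Lysates were then assayed for phospho-KAP-1 by AlphaLISA (anti-pKAP1 donor, anti-KAP1 acceptor beads), 6 hr at 25C.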
# TSHR antag = human thyrotropin receptor antagonism; 330,000 compounds, 0.2% hits; activity change, negative = inhibition, % at 11.5 µM; P16473; TSHR-expressing cells, TSH-stimulated cAMP HTRF, 2 h; stronger effect = lower value;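 active means activity change below a set negative limit, meaning inhibition stronger than a set level, cut at about -70% in these data; inconclusive means activity change between two set negative limits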; further: on the % scale 0 is the no-effect control and ±100 the full control effect
# Target sequence (P16473 whole entry, looked up): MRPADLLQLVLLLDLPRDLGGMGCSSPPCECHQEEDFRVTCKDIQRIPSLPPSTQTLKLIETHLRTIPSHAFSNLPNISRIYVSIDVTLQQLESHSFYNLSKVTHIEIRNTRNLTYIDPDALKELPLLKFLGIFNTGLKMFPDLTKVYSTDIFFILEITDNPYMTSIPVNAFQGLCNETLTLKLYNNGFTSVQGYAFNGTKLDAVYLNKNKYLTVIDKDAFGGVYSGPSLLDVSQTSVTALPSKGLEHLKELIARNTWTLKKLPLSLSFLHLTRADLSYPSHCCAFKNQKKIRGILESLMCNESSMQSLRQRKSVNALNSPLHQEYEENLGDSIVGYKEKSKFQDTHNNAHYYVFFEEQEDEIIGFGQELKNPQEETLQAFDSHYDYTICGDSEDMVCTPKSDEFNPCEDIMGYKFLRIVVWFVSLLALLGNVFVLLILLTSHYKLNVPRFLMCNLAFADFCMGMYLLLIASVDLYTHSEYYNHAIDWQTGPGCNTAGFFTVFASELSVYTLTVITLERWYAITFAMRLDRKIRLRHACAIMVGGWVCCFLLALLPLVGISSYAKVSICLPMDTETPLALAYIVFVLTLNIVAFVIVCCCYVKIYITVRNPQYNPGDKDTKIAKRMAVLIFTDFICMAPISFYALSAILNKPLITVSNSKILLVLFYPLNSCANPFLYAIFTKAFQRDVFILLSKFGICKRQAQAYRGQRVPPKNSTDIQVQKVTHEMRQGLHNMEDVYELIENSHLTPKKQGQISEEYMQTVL
#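 TSHR-expressing cells, 200/well, pre-treated with compound, then stimulated with EC80 TSH (4nM final) for 2 hours at 37 deg C. cAMP measured by competitive HTRF: anti-cAMP cryptate antibody in lysis buffer plus cAMP-d2, read after 30 minutes at room temperature.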
# Mito fusion yeast = inhibitors of mitochondrial division or activators of mitochondrial fusion | 320,000 compounds, 0.23% hits | S. cerevisiae fusion-defective mutant growth rescue, CellTiterGlo 48 h | Potency, µM (series often up to 46.1 µM), inactives show top-dose growth rescue (activation), most hits filed as activators;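 further: potency means the concentration at half of the fitted maximal effect; % of control where 0% means no effect; nearly all actives have a fitted effect of over 45% in size; temperature-sensitive fusion mutants such as fzo1-1 at 37 °C on non-fermentable ethanol glycerol medium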
#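 Growth-rescue viability read-out: after 48 h at the non-permissive 37C in glycerol/ethanol YPEG, yeast mitochondrial fusion mutants are measured by CellTiterGlo luminescence; compounds (23 nl pinned per well) restoring growth score as division inhibitors or fusion activators.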
# ELG1 repair inh = ELG1-dependent DNA repair inhibition. 330,000 compounds, 2.3% hits. Potency, µM (highest dose often 46.1 µM), for inactives: top-dose activity change, negative = inhibition, actives largely listed as inhibitors. HEK293T ELG1-luciferase reporter, luminescence, 16 h; DNA damage induced by 5-fluorouridine; further: potency means the concentration at half of the fitted maximal effect; on the % scale 0 is the no-effect control and ±100 the full control effect; nearly all actives have a fitted effect of over 55% in size
#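 Reporter activity after DNA damage by 5-fluorouridine is monitored. Compound-treated cells incubate 16 hr at 37 °C, then ONE-Glo is added for 30 min before luminescence reading.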
# Integrin act MD = activators of alpha7 integrin expression for muscular dystrophy; alpha7betagal myoblasts, beta-gal FDG fluorescence, 48 h; Potency, µM (top dose mostly 38.3 µM), inactives show at the highest dose activation, hits mostly activators; 350,000 compounds, 0.064% hits;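 further: potency means the concentration at half of the fitted maximal effect; 100% = response of the positive control SU9516; nearly all actives have a fitted effect of over 60% in size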
#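 alpha7betagal+/- myoblasts (passage 13, 250/well) treated 48 h at 37C with compounds at 1:260 dilution of DMSO stock. Lysed, then beta-galactosidase activity read as FDG fluorescence (ex 480/em 540) after 30 min, with pre-read for autofluorescence.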
# * = called active by the depositor; ? = inconclusive; · = no result given; & = joins results of further samples; [ ] = remark or other dose. Unless noted, the call rests on the fitted dose curve; in most records, active means well fitted curve in the direction sought with a large enough effect; inconclusive means small, poorly fitted or top-dose-only effect, or another doubt; inactive means no such curve, though single readings can be large; an effect the other way counts as inactive or inconclusive.
SMILES,PTAP TSG101 blk,BCR signal inh,TCR act,Tb PFK inh,S-ASM inh,Eya2 phos inh,A-T KAP1 phos,TSHR antag,Mito fusion yeast,ELG1 repair inh,Integrin act MD
CC1CCCCN1CC(O)c1c[nH]c2ccccc12 (configuration not stated),-0.5%,-0.6%,2.0%,2.3%,0.7%,1.4%,-16.7%,-7.1,4.5%,0.2%,5.3%
Cn1c(=O)oc2cc(S(=O)(=O)NCCC(=O)NCCc3ccc(Cl)cc3)ccc21,-10.0%,?,5.3%,-11.4%,-7.9%,-36.6%,7.6%,4.2,0.2%,-11.1%,12.0%
C/C(=N\NC(=O)c1ccccc1)c1c(O)n(Cc2ccccc2)c(=O)[nH]c1=O,-2.3%,?,1.1%,4.0%,9.5%,9.3%,9.1%,8.8,1.3%,?,-14.0%
O=C(COc1ccc2ccccc2c1)N1CCN(C2CCN(Cc3ccccc3)CC2)CC1,2.8%,8.5%,-2.1%,-7.0%,4.5%,3.9%,0.7%,5.4,1.8%,-29.3%,-25.5%
O=C(c1cccc(Cl)c1)C1CCCN(Cc2ccon2)C1 (configuration not stated),-3.6%,-1.1%,-10.5%,0.1%,-0.3%,4.1%,2.4%[11.5 µM],2.5,2.9%,0.58µM*,8.6%
Cn1c(O)c(C(=Nc2ccc(F)cc2)c2ccccc2)c(=O)n(C)c1=O,-2.9%,?,3.9%,0.4%,5.7%,-6.4%,-10.8%,0.8,-21.5%,?,-10.6%
CCc1cc(=O)oc2cc(OCC(=O)N3C[C@H]4C[C@@H](C3)c3cccc(=O)n3C4)ccc12,-4.0%,-1.8%,-3.3%,0.5%,-2.2%,-3.4%,0.6%,5.7,1.3%,-17.8%,-5.9%
Cc1cc[n+](Cc2ccccc2)cc1,2.1%,-2.3%,2.3%,-8.9%,13.1%,-4.5%,15.4%,-1.4,-7.4%,1.0%,4.5%
O=S(=O)(c1ccccc1C(F)(F)F)N1CCN(c2ncnc3sccc23)CC1,1.5%,-12.3%,-4.1%,0.7%,-6.1%,-1.8%,-1.5%,-10.1,·,16.4µM*,2.9%
NC(=O)N/N=C/c1c(O)ccc2oc3c(c12)CCCC3,-3.6%,?,-0.5%,-6.2%,-7.1%,-3.0%,15.2%,8.6,2.4%,-19.0%,-27.6%
CC(=O)OC(C)(C)/C=C/C(=O)[C@](C)(O)[C@H]1[C@H](O)C[C@@]2(C)[C@@H]3CC=C4[C@H](C[C@H](O)C(=O)C4(C)C)[C@]3(C)C(=O)C[C@]12C,0.3%,?,11.6%,-0.9%,-0.7%,-2.0%,?,-7.1,1.5%,5.17µM*,-36.3%
Cc1sc2ccccc2c1CC1=NCCN1,1.7%,3.2%,-11.3%,-3.2%,-9.4%,-10.4%&13.4%,-2.8%,-6.9&40.4,4.7%&4.3%,-15.6%,·
NC1=C([N+](=O)[O-])C(c2ccc3c(c2)OCO3)c2c(c3ccccc3oc2=O)O1 (configuration not stated),-2.5%,?,-0.3%,20.7%,-0.9%,-11.5%,0.0%,0.5,-5.2%,0.0%,?
O=C(O)c1ccccc1SSc1ccccc1C(=O)O,-6.4%,1.4%,-1.6%,13.5%,1.5%,?,4.9%,-11.8,2.5%,-8.1%,10.5%
CCOC(=O)N(C)c1ccc(C(O)(C(=O)OC)C(F)(F)F)cc1 (configuration not stated),-2.6%,3.1%,5.6%[46.1 µM],11.6%,0.5%,-9.8%,-0.4%,3.5,-1.5%,-2.0%,-12.6%
C[C@H](NC(=O)N1C[C@H]2C[C@@H](C1)c1cccc(=O)n1C2)C(=O)Nc1cccc(F)c1,-2.2%,-4.2%,2.8%,-0.6%,2.9%,13.4%,-3.0%,33.3,1.4%,-18.1%,?
Cc1ccc(C)c(NC(=O)CCNC(=O)N2C[C@H]3C[C@@H](C2)c2cccc(=O)n2C3)c1,0.6%,15.7%,-5.3%,0.7%,-2.9%,-1.8%,-3.3%,8.1,-1.4%,21.8%,-6.1%
CN(C)CCNC(=O)c1cccn(Cc2cccc(C(F)(F)F)c2)c1=O,-2.3%,?,3.2%,-17.7%,1.1%,14.6%,1.4%,-2.2,-7.8%,-3.6%,-14.4%
FCCN(CCF)c1cccc(Cl)c1,-3.8%,3.1%,0.4%,19µM*,-0.1%,?,-3.0%,-2.0,8.7%,-1.2%,23.9%
O=C(CC1CCCCC1)c1c(O)c2ccccc2oc1=O,-0.2%,?,-3.4%,-3.6%,-4.1%,13.1%,-4.0%,-23.1,-1.9%,?,20.6%
CCC(C)C(NC(=O)CCCNC(=O)CCC(=O)OC1O[C@H]2OC3(C)CC[C@H]4[C@H](C)CCC(C1C)C24OO3)C(=O)O (some centres not stated),·,-6.6%,·,-1.9%,·,-0.3%,-1.4%,-2.2,?,0.58µM*,·
CCOC(=O)C1(CCc2ccccc2)CCN(Cc2ccco2)CC1,-1.0%,9.0%,2.0%,0.5%,1.5%,-14.7%,-0.3%,11.0,-4.1%,3.8%,-11.0%
CC1CN(c2cc([N+](=O)[O-])ccc2Cl)CC(C)N1 (configuration not stated),-1.2%,-0.9%,10.0%,-0.5%,-4.5%,-3.5%,1.4%,16.7,-3.9%,10.4%,-45.1%
Cc1[nH]c2ccccc2c1C(=O)CN1CC=C(c2ccccc2)CC1,-0.5%,0.7%,5.6%,0.0%,-1.6%,9.9%,-4.2%,-1.5,2.3%,-2.0%,-8.9%
Cn1c(O)c(C=NC2C(=O)C3(C)CCC2C3(C)C)c(=O)n(C)c1=O (configuration not stated),-2.0%,22.3%,-4.8%,-18.8%,-0.5%,17.1%,26.9%,18.5,4.4%,-3.5%,8.8%
C=C1C[C@]2(O)[C@@]3(C)CCC(=O)C(C)(C)C3=C(O)C(=O)[C@@]2(C)[C@@H]2C(=O)O[C@@](C)(C(=O)OC)C(=O)[C@@]12C,-9.1%,8.2%,-3.2%,-1.1%,-2.1%,-4.9%,-11.3%,-4.7,1.9%,?,8.5%
CCCCn1c(O)c(C(C)=NCC2CCCO2)c(=O)[nH]c1=O (configuration not stated),-5.4%,?,8.7%,4.5%,10.7%,-22.4%,-1.2%,-9.3,-2.5%,-7.8%,3.7%
C[N+]1(C)C2CC(OC(=O)C(CO)c3ccccc3)CC1C1OC12 (configuration not stated),-1.3%,-15.2%,4.5%,-2.0%,-5.7%,1.9%,4.0%,-6.3,-8.7%,23.5%,·
COc1ccc(N2C(=O)NC(=O)/C(=C\c3ccccc3[N+](=O)[O-])C2=O)cc1,-3.6%,10.4%,1.7%,-1.3%,1.1%,-0.4%,10.9%,11.2,0.3%,6.9%,-12.8%
O=C1NC(=O)C(CCc2ccncc2)(CCc2ccncc2)C(=O)N1CCc1ccccc1,-3.0%,-2.7%,1.4%,2.6%,3.4%,15.4%,-1.8%,3.3,3.3%,-4.6%,2.8%
O=C(Oc1ccc2cc(Br)ccc2c1)N1CCCCCC1,·,?,-12.5%[46.1 µM],0.1%,·,-2.9%,35.5µM*,-19.8,15.8%,?,·
FC(F)(F)c1ccc2c(c1)nnn2C1CCN(Cc2nnnn2Cc2ccccc2)CC1,1.1%,?,2.3%,-3.0%,-13.5%,-2.9%,10.4%,-8.6,2.8%,?,-1.2%

# Screening data deposited in PubChem BioAssay by National Center for Advancing Translational Sciences (NCATS).

# The list is partial. The share of hits here may be higher or lower than overall.
